Source: PubChem BioAssay (The Scripps Research Institute Molecular Screening Center)
TAAR1 antagonist = human TAAR1 antagonism. CHO RD-HGA16 TAAR1, Fluo-8 calcium fluorescence, antagonist. actives 1.5% (n = 360,000). Q96RJ0. inhibition, % at 3 µM;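 active means inhibition above a per-plate cutoff, the mean inhibition of test compounds on that plate plus 3 SD, cut at about 49% in these data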;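 further: 0% = DMSO plus EC80 beta-PEA response and 100% = DMSO alone without agonist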
Target sequence (Q96RJ0 whole entry, looked up): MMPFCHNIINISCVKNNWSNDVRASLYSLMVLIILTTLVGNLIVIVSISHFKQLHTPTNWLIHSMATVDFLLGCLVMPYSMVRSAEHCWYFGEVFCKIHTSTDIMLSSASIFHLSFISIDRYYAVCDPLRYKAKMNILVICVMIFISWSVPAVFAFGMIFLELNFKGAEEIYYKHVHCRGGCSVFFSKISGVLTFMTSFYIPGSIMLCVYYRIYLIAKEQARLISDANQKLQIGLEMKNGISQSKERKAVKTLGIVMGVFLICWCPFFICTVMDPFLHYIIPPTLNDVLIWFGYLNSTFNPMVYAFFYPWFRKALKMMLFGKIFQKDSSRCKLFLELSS
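Test system: CHO RD-HGA16 cells bearing hTAAR1 | Reagent: β-PEA, EC80 | Compound dosing: 3 µM, single point | Schedule: Dye loading 75 min at 37 °C, then 30 min room temperature | Signal: Calcium fluorescence with Fluo-8 | Evaluation: Percent inhibition of PEA-evoked calcium signal, max/basal emission ratio | Control set: DMSO-only wells and EC80 β-PEA-stimulated wells | Repeats: Singlicate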
CHO parental Ca = counter-screen: ATP calcium response change in parental CHO cells; parental CHO-K1, ATP-induced calcium, Fluo-8 fluorescence; inhibition, % at 5.6 µM; actives 0.63% (n = 330,000); AID 463079;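 active means inhibition above that plate's mean sample inhibition plus 3 SD, cut at about 26% in these data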;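 further: 0% = ATP-challenged DMSO wells and 100% = DMSO wells without ATP; some compounds past the cut are filed as inactive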
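Material: Parental CHO cells | Reagent: ATP | Compound dosing: Single nominal dose of 5.6 µM per compound | Detection: Intracellular calcium via Fluo-8 no-wash fluorescent dye | Read-out: % inhibition of ATP-induced calcium mobilization | Benchmarks: Low control ATP plus DMSO, high control DMSO only | Replicates: Singlicate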
CHO-K1 Ca PAM = counter-screen for M1 PAMs: effect in parental CHO-K1 cells | ATP EC20, Fluo-8 calcium fluorescence; 0% at ATP EC20, 100% at ATP max | activation, % at 3 µM | actives 0.02% (n = 360,000) | AID 602247;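 active means activation above the run cutoff, the mean activation of all test compounds plus 3 SD, cut at about 40% in these data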;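 further: peak over basal fluorescence ratio in a 140 s read after ATP addition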
M1 ag parental = nonselective activator or artifact in parental CHO-K1 cells | actives 0.48% (n = 360,000) | activation, % at 3 µM | AID 602248 | Fluo-8 calcium fluorescence; scaled to maximal ATP response, vehicle zero; in the data active means activation above about 15%;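 further: untransfected CHO-K1 host cells lacking M1 receptor as counterscreen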
OXTR potentiate = potentiators of human oxytocin receptor | activation, % at 3 µM | CHO-OTR cells, Fluo-8 calcium fluorescence, potentiator mode; 0% = oxytocin EC15, 100% = EC100 | actives 0.061% (n = 320,000);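 active means activation above that plate's cutoff, the mean activation of tested compounds plus 3 SD, cut at about 6.6% in these data, passing the limit was not always enough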;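 further: 100% uses oxytocin at 75 nM as the full agonist control; some results filed as inactive read as strong as hits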
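Dosing: Single dose, 3.0 µM nominal final compound concentration | Material: Human OTR in CHO cells | Technique: Kinetic Fluo-8 calcium fluorescence | Benchmarks: EC15 oxytocin alone as 0%, 75 nM oxytocin as 100% | Probe or stimulus: Oxytocin at about EC15, sub-maximal agonist stimulus | Incubation: Compound 6 min at room temperature before oxytocin, 100 s read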
V1R ag counter = counter-screen for oxytocin receptor agonists: human V1a receptor agonists | P37288 | CHO-V1R cells, Fluo-8 calcium fluorescence, agonist mode; 0% DMSO, 100% 3 nM vasopressin | activation, % at 3 µM | actives 0.25% (n = 320,000) | AID 2797;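 active means activation above the mean activation of all tested compounds plus 3 SD, per screening run, cut at about 20% in these data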;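 further: signal is peak over basal fluorescence ratio across a 100 second FLIPR read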
Target sequence (P37288 whole entry, looked up): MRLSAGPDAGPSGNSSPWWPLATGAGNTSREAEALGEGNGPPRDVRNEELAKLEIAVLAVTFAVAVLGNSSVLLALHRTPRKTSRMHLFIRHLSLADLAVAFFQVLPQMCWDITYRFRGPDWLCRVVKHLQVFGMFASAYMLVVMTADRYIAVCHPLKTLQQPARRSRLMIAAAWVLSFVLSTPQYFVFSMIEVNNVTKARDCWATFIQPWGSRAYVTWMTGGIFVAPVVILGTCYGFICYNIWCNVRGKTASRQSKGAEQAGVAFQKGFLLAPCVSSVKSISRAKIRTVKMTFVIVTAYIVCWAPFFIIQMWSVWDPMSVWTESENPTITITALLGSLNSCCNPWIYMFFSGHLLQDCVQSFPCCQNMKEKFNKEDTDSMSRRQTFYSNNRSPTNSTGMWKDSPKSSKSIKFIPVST
CHO-K1 Ca antag = counter-screen for M1 antagonists: effect in parental CHO-K1 cells; ATP-induced calcium, Fluo-8 fluorescence; inhibition, % at 3 µM; actives 0.6% (n = 360,000); AID 602250;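 active means inhibition above a per-plate cutoff, the plate's mean sample inhibition plus 3 SD, cut at about 24% in these data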;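 further: 0% = DMSO plus EC80 ATP and 100% = DMSO alone without ATP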
TAAR1 agonist = human TAAR1 agonism. Q96RJ0. CHO RD-HGA16 TAAR1, Fluo-8 calcium fluorescence; vehicle wells 0%, saturating PEA agonist 100%. activation, % at 3 µM. AID 624467. actives 0.99% (n = 360,000);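 active means activation above the mean activation of all test compounds in the run plus 3 SD, cut at about 38% in these data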
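Signal – calcium-sensitive Fluo-8 signal, excitation 470-495, emission 515-575 nm · System – RD-HGA16 (CHO) cells co-expressing Gα16 and hTAAR1 · Incubation – 17-24 h seeding, 75 min 37 °C dye, 30 min RT · Compound dosing – 3 µM single concentration · Repeats – no replicates (n 1)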
CHRM1 agonist = activates human CHRM1 receptor | P11229 | CHO-K1 hM1, Fluo-8 calcium fluorescence, agonist mode; 0% DMSO, 100% acetylcholine EC100 | activation, % at 3 µM | actives 0.33% (n = 360,000) | AID 588814;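 active means activation above the run's mean compound activation plus 3 SD, cut at about 16% in these data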;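 further: peak over basal fluorescence ratio within a 140 s kinetic read after compound addition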
The depositor's hits bear a star; . = not tested or not shown.

SMILES	TAAR1 antagonist	CHO parental Ca	CHO-K1 Ca PAM	M1 ag parental	OXTR potentiate	V1R ag counter	CHO-K1 Ca antag	TAAR1 agonist	CHRM1 agonist
CCN(CC)C(=O)C(=O)c1cccn1-c1cccc(OC)c1C#N	2	-9	6	-0.3	-6	-0.1	0	1	-6
CCOc1ccc(CNC(=O)C(C)n2ccc3cc(S(=O)(=O)N4CCCC4)ccc32)cc1 (configuration not stated)	-9	-19	-9	0.4	-5	0.6	8	1	-5
O=C(CCc1nnc(CCc2ccccc2)o1)N1CCCC1c1nccs1 (configuration not stated)	-24	-7	12	0.4	-8	0.7	-8	2	-5
COc1ccc(C2CC(c3cccs3)=NN2C(=O)CSc2nc3c(cnn3-c3ccccc3)c(=O)[nH]2)cc1 (configuration not stated)	-9	-17	7	0.5	-4	-0.2	-6	0	-2
COc1ccc(OCCSc2nnc(CC(=O)Nc3cccc(Cl)c3Cl)n2C)cc1	-5	5	2	4.3	-9	0.7	-24	4	-3
Nc1nc2c(ccc3ccccc32)s1	11	-3	5	0.2	-8	-0.6	-5	8	-5
O=C(C1=C[C@@H](C2CCCCC2)C[C@@H](OCCCCO)O1)N1CCN(Cc2ccccc2)CC1	-1	-28	5	0.6	-4	-0.5	-14	1	-8
COc1cccc(-c2cc(CNC(=O)[C@H]3O[C@@H](n4ccc(=O)[nH]c4=O)[C@H](O)[C@@H]3O)no2)c1	-2	.	18	0.4	.	.	-18	0	-2
CCOC(=O)C1=C(CSc2nc(C)cc(C)c2C#N)OC(N)=C(C#N)C1c1ccccc1 (configuration not stated)	3	-19	1	3.0	-10	2.3	6	5	-5
COc1ccc(Cn2nnnc2C(c2cc3cc(C)cc(C)c3[nH]c2=O)N2CCOCC2)cc1 (configuration not stated)	20	-18	17	0.1	-5	-0.2	-14	2	-4
O=C(Nc1cccc(Br)c1)/C(=C\c1cccnc1)NC(=O)c1ccco1	-22	-3	-5	0.4	-11	-0.7	1	3	2
CCc1ccccc1NC(=O)c1ccc(OCc2c(C)noc2C)cc1	15	-1	13	1.0	1	1.9	-15	2	-6
CC(=O)OC(C(=O)NCc1ccco1)c1cccnc1 (configuration not stated)	-8	-1	9	0.2	1	0.3	-7	21	-1
CC(C)C(=O)Nc1ccc2c(c1)nc(CCN1CCN(C)CC1)n2C	-19	-4	7	0.2	-4	-0.1	1	3	-5
CC(=O)C1C(=O)C=C(c2ccco2)CC1c1ccccc1 (configuration not stated)	6	-16	10	0.6	-12	-0.9	0	1	-6
Cc1ccn(S(=O)(=O)c2ccc(N3CCCC3=O)cc2)n1	11	8	24	1.8	-5	3.0	-19	-1	-10
CCOc1ccc(-c2nc(CSCC(=O)NCCCN3CCCC3=O)c(C)o2)cc1	-26	-16	8	1.7	-1	1.1	-14	1	-4
Cc1ccc(N(C(=O)CNC(=O)c2ccco2)C(C(=O)NCC2CCCO2)c2ccccc2)cc1 (configuration not stated)	9	-23	18	3.3	-11	1.4	-3	9	-4
COc1ccc(NC(=O)CC2C(=O)N(C)C(=S)N2Cc2ccco2)cc1 (configuration not stated)	5	-10	-3	0.1	-9	0.3	-2	1	-3
Cc1ccc(NC(=O)C2CCN(S(=O)(=O)c3c(C)n[nH]c3C)CC2)c(C)c1	-28	-16	-8	0.8	-8	0.1	-4	2	-3

Entries listed so far containing an NH in an aromatic ring (4):
SMILES	TAAR1 antagonist	CHO parental Ca	CHO-K1 Ca PAM	M1 ag parental	OXTR potentiate	V1R ag counter	CHO-K1 Ca antag	TAAR1 agonist	CHRM1 agonist
COc1ccc(C2CC(c3cccs3)=NN2C(=O)CSc2nc3c(cnn3-c3ccccc3)c(=O)[nH]2)cc1 (configuration not stated)	-9	-17	7	0.5	-4	-0.2	-6	0	-2
COc1cccc(-c2cc(CNC(=O)[C@H]3O[C@@H](n4ccc(=O)[nH]c4=O)[C@H](O)[C@@H]3O)no2)c1	-2	.	18	0.4	.	.	-18	0	-2
COc1ccc(Cn2nnnc2C(c2cc3cc(C)cc(C)c3[nH]c2=O)N2CCOCC2)cc1 (configuration not stated)	20	-18	17	0.1	-5	-0.2	-14	2	-4
Cc1ccc(NC(=O)C2CCN(S(=O)(=O)c3c(C)n[nH]c3C)CC2)c(C)c1	-28	-16	-8	0.8	-8	0.1	-4	2	-3

The listing continues.
SMILES	TAAR1 antagonist	CHO parental Ca	CHO-K1 Ca PAM	M1 ag parental	OXTR potentiate	V1R ag counter	CHO-K1 Ca antag	TAAR1 agonist	CHRM1 agonist
Cc1cccc(C)c1NC(=O)CN1C(=O)S/C(=C\c2cccn2C)C1=O	-6	-1	4	0.1	8	0.3	1	2	-4
NC(=S)N=Nc1c(O)[nH]c2cc(F)c(F)cc12	-6	6	-1	0.6	-6	-0.2	3	0	-1
CCOC(=O)Cc1csc(NC(=O)COc2ccc(C)c(C)c2)n1	-9	-9	9	1.6	-6	0.3	-9	7	-2
O=C(Cc1ccc(-c2ccccc2)cc1)Nc1ccccn1	-2	-6	-2	1.1	-4	0.1	-11	-1	1
c1ccc2cc3c(NCCN4CCOCC4)ccnc3cc2c1	1	.	6	-0.1	.	.	7	10	-10
CC(=O)CCc1ccc(OCC(O)CNCCOc2ccc(C)cc2)cc1 (configuration not stated)	0	-19	-3	10	-8	4.0	1	9	-6
COc1cc(-c2c(NC(=O)c3ccco3)oc3ccc(Cl)cc3c2=O)cc(OC)c1OC	10	.	6	0.8	.	.	4	5	-1
Cc1cc(=O)oc2ccc(OC(C)C(=O)O)cc12 (configuration not stated)	5	-6	8	0.0	1	0.7	4	5	-4
CCCCn1c(N)c(N(CCOC)C(=O)COC(=O)c2ccccc2OCC)c(=O)[nH]c1=O	-5	4	-3	0.3	-3	-0.7	2	0	-1
CCN(CC)CCNC(=O)c1ccc(NS(=O)(=O)c2ccc3c(c2)OCCO3)cc1	9	3	14	1.5	-5	0.4	-19	9	-5
Cc1ccc(Oc2ccc(S(=O)(=O)NCC(C)(C)N3CCOCC3)cc2)cc1	-5	-12	-15	3.6	-5	4.4	-4	-1	-12
Cc1cc(Nc2ccc(C)c(Br)c2)n2nc(C)nc2n1	-23	-26	15	-0.4	-5	-0.7	8	-1	-7
Cc1ccc(S(=O)(=O)N(CC(=O)NC2CCCCCC2)c2ccccc2F)cc1	-4	-16	-4	0.1	-5	-1.2	2	21	-2
CCCCCCCCCCCCCCCC[N+](C)(C)CCN(Cc1ccc(OC)cc1)c1ncccn1	.	64*	31	0.0	-8	0.2	-10	.	-4
O=C(NCc1cccnc1)c1ccc(Cl)c(S(=O)(=O)Nc2ccccc2C(=O)NCc2cccnc2)c1	-25	-3	10	1.2	1	0.7	-12	1	-4
O=C(NC(=S)NC1CCSC1=O)c1ccccc1Cl (configuration not stated)	-20	2	12	0.7	-5	-0.4	-5	8	-3
O=C(/C=C/c1ccc(Cl)cc1Cl)NC(=S)Nc1ccccn1	-1	-8	14	0.0	-13	-0.2	-11	0	0
Cc1c(Cc2ccccc2)c(=O)oc2c(C)c(OC(C)C(=O)N[C@@H](Cc3ccccc3)C(=O)O)ccc12 (some centres not stated)	-10	-6	14	0.7	0	0.4	-3	-1	-6
COc1cccc(N2CCN(C(=O)CN3C(=O)NC4(CCCC4)C3=O)CC2)c1	-3	-12	9	1.2	-6	7.0	-8	4	-1
C=C(C)c1cccc(C(C)(C)NC(=O)Nc2ccccc2OCC)c1	-25	-15	16	5.6	-8	3.1	-7	3	-7

2 compounds from above with just OXTR potentiate.
SMILES | OXTR potentiate
O=C(CCc1nnc(CCc2ccccc2)o1)N1CCCC1c1nccs1 (configuration not stated) | -8
COc1ccc(C2CC(c3cccs3)=NN2C(=O)CSc2nc3c(cnn3-c3ccccc3)c(=O)[nH]2)cc1 (configuration not stated) | -4

The results go on.
SMILES	TAAR1 antagonist	CHO parental Ca	CHO-K1 Ca PAM	M1 ag parental	OXTR potentiate	V1R ag counter	CHO-K1 Ca antag	TAAR1 agonist	CHRM1 agonist
C/C(N)=C(/C#N)C(=O)COC(=O)CNC(=O)c1ccc(Cl)cc1Cl	14	-17	-3	1.3	-7	0.5	0	9	-2
CCOc1cc(C(=O)Nc2ncccn2)cc(OCC)c1OCC	9	-5	9	-0.1	-6	-0.2	-9	1	-2
CCOC(=O)C1(Cc2cccc(OC)c2)CCN(Cc2ccon2)CC1	-18	-20	5	2.0	-3	-0.1	-3	-1	-2
CCCCC1=CC2=C(c3ccco3)C(=O)C(C)(OC(=O)c3ccc(OC)cc3)C(=O)C2=CN1CCN1CCOCC1 (configuration not stated)	.	-4	-10	-0.4	-7	0.7	1	.	-9
CC(C)c1ccc(N(C(=O)c2snc(C(N)=O)c2N)C(C(=O)NC2CCCC2)c2ccncc2)cc1 (configuration not stated)	3	-26	-15	1.4	-6	2.0	6	0	-7
COc1ccc(S(=O)(=O)N(CC(=O)NCCCN(C)C)c2ccc(C)cc2)cc1OC	-3	-14	5	0.4	-5	1.0	3	7	-4
Cc1sc(NC(=O)C2C3C=CC(C3)C2C(=O)O)c(C(N)=O)c1-c1ccc(C(C)C)cc1 (configuration not stated)	4	-20	-11	-0.2	-1	2.4	2	2	6
COCN(C#N)c1nc(N(C)C)nc(N(C)C)n1	2	-7	20	7.0	3	-1.1	-7	1	-9
COc1ccc(OC)c(C2CC(=O)N3CN(c4ccccc4F)CSC3=C2C#N)c1 (configuration not stated)	-17	0	20	0.6	-4	-0.3	-8	2	-6
O=C(CSc1ccc(-c2ccc(F)cc2)nn1)NC1CCCCC1	-16	-14	-6	-0.1	-6	-1.6	-11	2	-4
O=C(c1cc2cc(Cl)ccc2[nH]1)N1CCN(C(=O)c2ccco2)CC1	3	1	-14	3.9	-7	1.1	-13	3	1
CCOc1ccc(CC(=O)Nc2c(C(N)=O)oc3ccc(Br)cc23)cc1OCC	44	-21	9	0.6	0	-0.2	-3	9	-2
COc1ccc(NS(=O)(=O)c2ccc(S(=O)(=O)N3CCCC3)cc2)cc1Cl	10	-3	8	1.7	-8	6.6	-2	9	-3
